Screens as filed in PubChem.
AddAB inh – less growth of phage-infected E. coli with AddAB; E. coli expressing H. pylori AddAB, absorbance growth; inhibition, % at 11.9 µM; 330,000 tested, 0.29% active; AID 435030; in the data active = inhibition above about 12%;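 also: 0% = vehicle wells of infected cells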
PfHsp90 set2 – inhibits growth of yeast expressing Plasmodium falciparum Hsp90 | AID 504621 | 310,000 tested, 0.32% active | inhibition, % at 9.4 µM | S. cerevisiae expressing PfHsp90, BacTiter-Glo ATP, 48 h; yeast lacking PDR1 and PDR3 efflux regulators;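 active = every replicate shows inhibition above about 80%, whatever the replicate mean, limit read from the data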;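 also: 0% = DMSO neutral controls and 100% = 20 µM radicicol positive controls; yeast relying on Plasmodium falciparum Hsp90 in place of its own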
E coli growth – reduces bacterial viability in AddAB counter-screen. inhibition, % at 11.9 µM. 330,000 tested, 0.27% active. AID 449728. E. coli V3065 growth, OD600 absorbance, 18 h;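 active = inhibition above the campaign's mean inhibition across all tested compounds plus 3 SD, cut at about 9.9% in these data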;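 also: uninfected addAB+ strain grown without phage in ampicillin broth; 0% = DMSO wells and 100% = ciprofloxacin 0.95 µg/ml wells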
MOR-DOR inv ag – inverse agonists of human mu-delta opioid receptor heterodimerization | inhibition, % at 9.3 µM | P35372+P41143 | AID 504357 | 340,000 tested, 0.21% active | cell-based MOR-DOR heterodimer luminescence, inverse agonism; in the data active = inhibition above about 22%, passing the limit was not always enough;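 also: 0% = cells with DMSO and 100% = wells without cells with DMSO; values of inactives mirror those of a sister screen read the other way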
MOR-DOR ag – OPRM1-OPRD1 heterodimerization agonism | AID 504326 | 340,000 tested, 0.3% active | cells, luminescence | activation, % at 9.3 µM | P35372+P41143; in the data active = activation above about 18%;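 also: 0% = vehicle-treated cells and 100% = reference agonist; values of inactives mirror those of a sister screen read the other way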
Pemphigus Ab inh – human desmoglein-3 autoantibody binding inhibition | P32926 | 310,000 tested, 0.48% active | binding (percent of control), % at 10 µM | AID 588358 | DSG3-coupled beads, scFv-anti-DSG3-GFP binding, flow cytometry; stronger effect = lower value;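 active = binding more than 3 SD below its plate's average and above zero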;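 also: hits lower antibody fragment binding to DSG3; some compounds called inactive have numbers as strong as hits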
Target sequence (P32926 whole entry, looked up, the tested form may be a part): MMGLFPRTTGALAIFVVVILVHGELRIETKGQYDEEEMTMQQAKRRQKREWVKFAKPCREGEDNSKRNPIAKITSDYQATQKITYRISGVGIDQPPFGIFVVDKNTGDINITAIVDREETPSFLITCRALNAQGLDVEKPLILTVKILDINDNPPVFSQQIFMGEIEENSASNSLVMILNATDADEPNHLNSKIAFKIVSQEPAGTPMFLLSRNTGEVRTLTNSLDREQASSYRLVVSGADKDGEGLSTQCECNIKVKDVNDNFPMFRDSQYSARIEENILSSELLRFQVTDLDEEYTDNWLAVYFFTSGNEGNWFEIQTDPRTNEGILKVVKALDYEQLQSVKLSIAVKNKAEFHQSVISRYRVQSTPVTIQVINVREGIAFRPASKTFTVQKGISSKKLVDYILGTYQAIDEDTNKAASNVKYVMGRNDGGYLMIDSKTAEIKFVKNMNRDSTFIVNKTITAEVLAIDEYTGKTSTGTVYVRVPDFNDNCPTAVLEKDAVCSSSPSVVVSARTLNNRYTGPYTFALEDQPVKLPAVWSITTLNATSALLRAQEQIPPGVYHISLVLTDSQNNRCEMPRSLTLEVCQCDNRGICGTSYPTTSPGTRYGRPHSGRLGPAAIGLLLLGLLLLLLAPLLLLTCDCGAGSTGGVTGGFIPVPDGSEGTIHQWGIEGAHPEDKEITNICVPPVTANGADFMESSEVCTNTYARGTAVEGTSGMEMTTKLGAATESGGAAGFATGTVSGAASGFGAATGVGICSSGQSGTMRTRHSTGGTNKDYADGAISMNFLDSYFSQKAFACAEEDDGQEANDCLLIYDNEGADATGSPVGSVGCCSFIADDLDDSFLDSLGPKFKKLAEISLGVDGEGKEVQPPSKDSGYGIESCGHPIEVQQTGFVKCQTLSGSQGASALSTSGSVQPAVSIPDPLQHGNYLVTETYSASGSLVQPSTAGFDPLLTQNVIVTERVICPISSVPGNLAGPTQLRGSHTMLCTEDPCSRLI
Arr AP2 block – inhibitors of human beta-arrestin and AP2 interaction; FITC-arrestin peptide / GST-AP2 beads, flow cytometry; AP2 beta2 appendage carries R879A mutation; inhibition, % at 10 µM; 340,000 tested, 0.31% active;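 active = inhibition above a set limit, near 3 SD of compounds lacking own fluorescence, cut at about 54% in these data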;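 also: plate controls were DMSO wells for no effect and 5 µM unlabelled arrestin peptide for full effect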
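System: GST-AP2 R879A glutathione beads; medium: PBS, Tween 20 0.05%, BSA 0.1%; reagent: fluorescein-tagged arrestin peptide at 50 nM final; schedule: pre-incubation 12 min, peptide binding 1 h, room temperature; detection: flow cytometry, FL1 (488/535 nm); read-out: inhibition as reduced fluorescein signal on beads, percent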
phage Ecoli inh – E. coli growth loss with phage present; growth absorbance; inhibition, % at 11.9 µM; 360,000 tested, 0.26% active; in the data active = inhibition above about 11%
Tat export inh – blocks Tat-dependent protein export in E. coli. inhibition, % at 10 µM. 340,000 tested, 0.036% active. E. coli MC4100 TorA-mCherry Tat export, fluorescence;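 active = mean replicate inhibition at least 50% and at least half of replicates individually reaching 50%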;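 also: exported cargo escapes ClpAP degradation while cytoplasmic cargo is degraded and loses fluorescence; 0% = median of neutral control wells and 100% = median of NaSCN control wells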
SUMO Mot1 rescue – inhibitors of SUMOylation pathway: yeast Mot1-301 growth rescue. 320,000 tested, 1% active. growth rescue, % at 18.8 µM. AID 2716. S. cerevisiae Mot1-301 growth rescue, ATP luminescence, 38.5C; percent above DMSO median, 100 means doubled;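 active = every valid replicate shows activation above 250% relative to neutral control wells; inactive = the rest, any valid replicate at or below 250%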;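 also: OY570 slx delta 5 strain wells were the positive control but not used for scaling; some compounds called inactive have numbers as strong as hits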
PKA-R1A activ – PKA-R1A complex activation; 340,000 tested, 0.083% active; P00514+P68181; activation, % at 11.4 µM; PKA-R1A dissociation, Cy5-IP20 fluorescence polarization; scaled: DMSO 0%, 113 µM cGMP 100%; AID 504707;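 active = percent activation above the mean of all tested compounds plus 3 SD, cut at about 19% in these data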;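 also: higher means more PKAc released from R1A so a rise in polarization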
Active calls of the source: *; . = no result given. Rows are unselected; about 2.8% have a hit in one of these screens.

no. | SMILES | AddAB inh | PfHsp90 set2 | E coli growth | MOR-DOR inv ag | MOR-DOR ag | Pemphigus Ab inh | Arr AP2 block | phage Ecoli inh | Tat export inh | SUMO Mot1 rescue | PKA-R1A activ
1 | O=C1C=C(c2c(O)ccc3ccccc23)c2ccccc2C1=O | . | -54 | . | -280 | 54* | 128 | 25 | 2.8 | 5 | . | -12
2 | CCOc1ccc(C(C(=O)NCC2CCCO2)N(C(=O)c2snc(C(N)=O)c2N)c2ccc(F)cc2)cc1 (stereo not drawn) | -0.7 | -1 | 0.6 | 5 | -1.0 | 103 | 40 | -0.8 | 3 | 20 | 4
3 | Cc1cc(NC(=O)c2ccc(Cl)c(S(=O)(=O)N3CCCCC3)c2)no1 | -3.3 | 26 | -1.0 | 7 | -1.3 | . | 5 | 0.9 | 1 | -3 | 3
4 | Cc1ccc(NC(=O)CN2C(=O)S/C(=C\c3ccc(-c4cccc(C(=O)O)c4C)o3)C2=O)cc1C | . | -6 | . | 8 | -1.6 | 88 | 14 | 2.7 | -2 | . | -5
5 | CCCc1cc(=O)[nH]c(SCC(=O)N2C(C)CCCC2C)n1 (stereo not drawn) | 2.4 | 15 | 1.9 | -4 | 0.6 | 98 | 11 | 2.0 | 2 | 730 | -11
6 | O=C(CCN1CCN(c2ccccc2)CC1)N/N=C/c1ccccc1OC(F)F | -2.2 | -1 | -0.8 | 1 | -0.2 | 99 | -5 | 1.7 | 0 | 12 | -3
7 | CN1CCc2c(sc(NC(=O)C3COc4ccccc4O3)c2C(N)=O)C1 (stereo not drawn) | 2.7 | -14 | -2.6 | 11 | -2.0 | . | 21 | 2.6 | 1 | 37 | -18
8 | CCCCN(C(=O)C1COc2ccccc2O1)c1c(N)n(CCC)c(=O)[nH]c1=O (stereo not drawn) | -1.0 | 13 | -0.3 | 14 | -3.3 | 102 | -10 | 2.9 | -2 | -5 | -3
9 | Cn1nnnc1SCC(=O)NC(=O)c1cccc([N+](=O)[O-])c1 | -1.4 | -4 | 0.4 | 8 | -1.6 | 103 | 2 | -1.2 | 3 | 4 | -9
10 | CNC(=S)N(CCc1ccc(S(N)(=O)=O)cc1)C1CC(=O)N(c2ccccc2F)C1=O (stereo not drawn) | 0.9 | -8 | -1.0 | 9 | -1.7 | 96 | -28 | 4.5 | -5 | -10 | -4
11 | Nc1nccc(-c2cc(-c3ccc(Cl)cc3Cl)no2)n1 | -0.6 | -18 | -2.5 | 5 | -1.0 | . | 11 | -1.3 | -5 | -5 | 1
12 | Fc1ccccc1C(c1nnnn1Cc1ccc2c(c1)OCO2)N1CCN(Cc2ccccc2)CC1 (stereo not drawn) | -4.5 | 23 | -0.6 | -27 | 4.5 | 92 | -5 | 2.4 | 8 | 410 | 8
13 | CCOC(=O)c1sc(N)c(C(=O)Nc2ccccc2OC)c1C | 0.9 | -24 | 0.5 | -19 | 3.5 | 99 | -10 | 0.7 | 6 | 0 | -5
14 | CSc1nc2ccc(NC(=O)c3cc4ccccc4o3)cc2s1 | 1.6 | -14 | 1.5 | -6 | 0.8 | 100 | 6 | 0.1 | 2 | . | 8
15 | Cc1nnc(NC(=O)CSc2ccc3nnc(-c4ccccn4)n3n2)s1 | 1.7 | -45 | -1.6 | -2 | 0.3 | 88 | -10 | 2.1 | 0 | 4 | 5
16 | Cc1ccc(Cc2nc3ccccc3[nH]2)cc1 | . | -16 | . | 7 | -1.4 | 102 | 5 | 6.3 | -28 | -10 | 6
17 | CN(C(=O)COC(=O)/C=C/c1cccc([N+](=O)[O-])c1)C1CCS(=O)(=O)C1 (stereo not drawn) | -0.4 | 26 | -3.2 | -3 | 0.5 | 94 | 13 | -1.1 | -2 | 6 | -5
18 | COc1ccc(C(=O)NC2CCN(C(=S)Nc3ccc(C)c(C)c3)CC2)cc1 | -0.8 | -7 | -1.2 | 12 | -2.3 | 97 | 12 | 3.0 | -4 | 11 | 1
19 | CCOc1ccc(C(=O)Nc2ccc(-c3cc4ccccc4oc3=O)c(C)c2)cc1[N+](=O)[O-] | 2.7 | 0 | 1.0 | -13 | 1.8 | 97 | 13 | 1.8 | -2 | -21 | 12
20 | CC(=O)Nc1ccc(Oc2cc(N)cc([N+](=O)[O-])c2)cc1 | -1.0 | -8 | 0.2 | 5 | -1.1 | 99 | -12 | 2.4 | -16 | -15 | 0

Screen by screen, as entered above:
MOR-DOR inv ag, nos. 10 to 16, in order: 9, 5, -27, -19, -6, -2, 7

More entries:
no. | SMILES | AddAB inh | PfHsp90 set2 | E coli growth | MOR-DOR inv ag | MOR-DOR ag | Pemphigus Ab inh | Arr AP2 block | phage Ecoli inh | Tat export inh | SUMO Mot1 rescue | PKA-R1A activ
21 | COc1ccc(OC)c(NC(=O)NCCc2c[nH]c3ccccc23)c1 | . | -6 | . | 2 | -0.5 | 97 | 17 | -0.8 | 10 | 7 | 3
22 | CCOC(=O)C1=CN(Cc2cccc(-c3ccc(F)cc3)c2)S(=O)(=O)N(C)C1C (stereo not drawn) | -0.6 | 4 | -0.9 | 8 | -1.6 | 95 | -11 | 3.8 | -3 | . | -9
23 | CC(C)OCCCNS(=O)(=O)c1ccc2ccccc2c1 | 3.0 | 24 | 1.8 | 6 | -1.2 | 97 | -9 | 1.5 | -1 | -21 | 4
24 | COc1ccc(C(=O)CSc2nnc(CNC(=O)c3ccccc3)n2C)cc1 | 3.4 | 6 | -0.5 | 15 | -2.9 | 104 | -2 | 2.0 | 2 | 397* | -2
25 | CCC(C(=O)N1CCCCCC1)n1nc(C)n2c(cc3occc32)c1=O (stereo not drawn) | -0.3 | 4 | -3.0 | 11 | -2.2 | 110 | -6 | 2.4 | 0 | 87 | -4
26 | S=c1nc(-c2ccc(Br)cc2)oc2c1CCCC2 | -0.2 | -4 | 1.6 | 7 | -1.4 | 109 | 11 | 2.5 | -9 | -10 | 5
27 | O=C(c1ccc(F)cc1)C1CCN(C(=O)Nc2ccc(F)cc2)CC1 | 0.6 | 12 | 2.7 | 8 | -1.6 | 108 | 3 | 3.2 | -12 | -25 | -8
28 | O=C(NCCN1CCOCC1)c1ccc(/C=C2\Sc3ccccc3N(Cc3ccccc3F)C2=O)cc1 | -1.2 | 26 | -3.8 | 0 | 0.0 | 102 | 34 | -1.6 | 28 | -13 | -14
29 | CCN1CCN(Cc2ccc(NC(=O)Nc3cccs3)cc2)CC1 | 0.6 | -8 | 3.1 | -8 | 1.4 | 97 | 12 | 2.0 | -2 | 5 | 1
30 | Nc1c(Cl)ncnc1N1CCOCC1 | 0.7 | 26 | -2.5 | 19 | -3.3 | 102 | -59 | 1.2 | 6 | 9 | -5
31 | COc1ccc(-n2nc3c(c2NC(=O)COc2ccccc2F)CS(=O)(=O)C3)cc1 | 2.6 | -25 | -0.9 | 11 | -2.1 | . | -1 | 2.4 | -3 | -2 | -7
32 | Cc1ccc(C(C)NC(=O)c2cc3ccccc3oc2=O)cc1C (stereo not drawn) | 1.2 | -4 | 2.8 | -5 | 1.0 | 103 | 6 | 0.2 | 1 | -2 | 1
33 | Cc1nc(N2CCN(C)CC2)c2sc(=S)n(-c3ccccc3)c2n1 | 7.2 | 9 | 2.1 | -9 | 1.7 | 104 | 8 | 1.8 | -14 | 8 | -10
34 | Cc1ccc(C)c(C(=O)CSc2n[nH]c(C)n2)c1 | 1.2 | 14 | 0.7 | 6 | -1.3 | 99 | 0 | 3.1 | -3 | -12 | -3
35 | Cc1ccc(NC(=O)C(=O)NCCOc2ccc(Cl)cc2)c(C)c1 | 1.9 | -6 | -1.8 | -15 | 2.9 | 99 | 47 | 1.9 | 7 | 18 | -7
36 | CCOC(=O)C1(C)C=C(Nc2ccc(OC)cc2)C(=O)N1c1ccc(OC)cc1 (stereo not drawn) | 3.0 | 9 | 1.7 | 7 | -1.3 | 97 | 3 | 2.8 | 6 | 1 | 7
37 | C=CCC(C#Cc1ccccc1)[N+](C)(C)CC=C (stereo not drawn) | 3.9 | 14 | 1.9 | 18 | -4.2 | . | 15 | 2.8 | 4 | 7 | -16
38 | CCn1c(CC(=O)Nc2ccc(F)cc2)nnc1SCC(=O)NC1CCCC1 | 2.4 | 10 | -1.1 | -20 | 2.5 | 119 | 11 | -0.8 | -2 | 13 | 3
39 | CCCCCOCC1CC(C/C(C)=N/NC(N)=S)C(=O)O1 (stereo not drawn) | -1.1 | 19 | -0.4 | 14 | -2.3 | 92 | 5 | 2.1 | 0 | -7 | 9
40 | CCCCNC(=O)CC1N=C2c3ccccc3N=C(SCC(=O)Nc3cccc(C)c3)N2C1=O (stereo not drawn) | -0.5 | 13 | -1.9 | 10 | -1.7 | 109 | -5 | 2.5 | 10 | -18 | 5

Records 38–40 from above:
no. | SMILES | AddAB inh | PfHsp90 set2 | E coli growth | MOR-DOR inv ag | MOR-DOR ag | Pemphigus Ab inh | Arr AP2 block | phage Ecoli inh | Tat export inh | SUMO Mot1 rescue | PKA-R1A activ
38 | CCn1c(CC(=O)Nc2ccc(F)cc2)nnc1SCC(=O)NC1CCCC1 | 2.4 | 10 | -1.1 | -20 | 2.5 | 119 | 11 | -0.8 | -2 | 13 | 3
39 | CCCCCOCC1CC(C/C(C)=N/NC(N)=S)C(=O)O1 (stereo not drawn) | -1.1 | 19 | -0.4 | 14 | -2.3 | 92 | 5 | 2.1 | 0 | -7 | 9
40 | CCCCNC(=O)CC1N=C2c3ccccc3N=C(SCC(=O)Nc3cccc(C)c3)N2C1=O (stereo not drawn) | -0.5 | 13 | -1.9 | 10 | -1.7 | 109 | -5 | 2.5 | 10 | -18 | 5

Continuation:
no. | SMILES | AddAB inh | PfHsp90 set2 | E coli growth | MOR-DOR inv ag | MOR-DOR ag | Pemphigus Ab inh | Arr AP2 block | phage Ecoli inh | Tat export inh | SUMO Mot1 rescue | PKA-R1A activ
41 | CC1CN(C(=O)/C(=C/c2ccco2)NC(=O)c2ccccc2)CC(C)O1 (stereo not drawn) | 0.4 | -13 | 0.6 | 14 | -2.2 | . | 23 | 3.6 | 2 | -5 | 5
42 | CC1CCN(N=Nc2nc3c([nH]2)c(=O)n(C)c(=O)n3C)CC1 | . | 2 | . | 8 | -1.5 | 118 | 12 | -1.4 | -6 | . | -5
43 | C[C@H](CO)N1C[C@H](C)[C@@H](CN(C)Cc2ccc(C(=O)O)cc2)Oc2c(NS(=O)(=O)c3cccs3)cccc2C1=O | 2.4 | -9 | 0.4 | 7 | -1.4 | 105 | 1 | -2.0 | 0 | 11 | -9
44 | COc1ccc(CS(=O)(=O)c2ncn[nH]2)cc1 | 1.6 | 17 | 0.0 | 6 | -1.1 | 97 | -11 | 0.4 | -7 | -1 | 3
45 | O=[N+]([O-])c1ccccc1OCCOCCOc1cccc2cccnc12 | 3.0 | 7 | 0.0 | 19 | -3.7 | 100 | 16 | 0.5 | 0 | 23 | 12
46 | CCOC(=O)C1(Cc2ccccc2)CCN(Cc2cccc(OC)c2O)CC1 | 3.7 | -11 | 2.9 | -17 | 3.4 | 94 | -13 | 2.8 | 3 | 10 | 9
